# Compound activity deposited in PubChem BioAssay by several laboratories.
# RGS7-Gao = modulates binding of RGS7 to human Galphao; P09471; Multiplexed bead flow cytometry; actives lie on both sides; binding response (% of control), % at 10 µM; hit rate 0.35% among 220,000; in the data active means binding response below about 49% or above about 150%; inconclusive means no clear call, values can overlap the other calls; inactive means in between;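 further: fluorescent Galphao held in activated GDP-AlF4 state binding bead-coupled RGS7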
# Bcl-B Bim block = inhibitors of Bim-Bcl-B interaction, human. bead-based flow cytometry, Bim peptide-Bcl-B binding. Q9HD36. hit rate 0.073% among 190,000. AID 951. inhibition, % at 10 µM;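 further: 0% = tracer peptide without compound and 100% = reference inhibitor peptide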
# Target sequence (Q9HD36 whole entry, looked up): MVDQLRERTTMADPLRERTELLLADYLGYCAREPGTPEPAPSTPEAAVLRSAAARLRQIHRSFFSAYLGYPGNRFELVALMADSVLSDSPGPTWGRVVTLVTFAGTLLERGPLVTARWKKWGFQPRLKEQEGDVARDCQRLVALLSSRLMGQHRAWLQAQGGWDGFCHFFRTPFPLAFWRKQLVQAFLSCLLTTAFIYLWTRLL
# RGS4-Gao reg = modulates binding of RGS4 to human Galphao. AID 1415. P09471. Multiplexed bead flow cytometry; actives lie on both sides. binding response (% of control), % at 10 µM. hit rate 0.33% among 220,000; in the data active means binding response below about 49% or above about 150%; inactive means in between;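 further: fluorescent Galphao activated with aluminum fluoride binding bead-coupled RGS4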
# Mcl-1 Bim block = inhibitors of Bim-Mcl-1 interaction, human; hit rate 0.1% among 190,000; AID 1009; Bead-based flow cytometry, Bim peptide-Mcl-1 binding; inhibition, % at 10 µM; Q07820;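 further: 0% = no compound tracer wells and 100% = peptide blocker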
# Target sequence (Q07820 whole entry, looked up): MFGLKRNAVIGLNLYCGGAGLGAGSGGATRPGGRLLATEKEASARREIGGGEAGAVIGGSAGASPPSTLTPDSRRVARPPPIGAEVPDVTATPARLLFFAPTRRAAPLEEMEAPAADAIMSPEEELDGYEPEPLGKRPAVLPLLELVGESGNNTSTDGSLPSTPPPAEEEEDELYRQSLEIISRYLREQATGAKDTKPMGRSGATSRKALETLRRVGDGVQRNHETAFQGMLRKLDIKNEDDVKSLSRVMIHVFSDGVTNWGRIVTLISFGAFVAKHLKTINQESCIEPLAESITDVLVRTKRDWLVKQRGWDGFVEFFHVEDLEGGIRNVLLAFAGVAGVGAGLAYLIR
# RGS8-Gao = human RGS8-Galphao interaction regulation. multiplexed bead flow cytometry, RGS8-Galphao binding; actives lie on both sides. response (percent of control binding), % at 10 µM. hit rate 0.34% among 220,000. AID 1423; in the data active means response below about 60% or above about 140%; inactive means in between;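 further: Galphao activated as the GDP aluminium fluoride complex binding bead-coupled RGS8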
# Bim-Bcl-2 = disrupts Bim peptide binding to human Bcl-2; Bead-based flow cytometry, Bim peptide-Bcl-2 binding; AID 950; hit rate 0.06% among 190,000; inhibition, % at 10 µM; in the data active means inhibition above about 40%; inconclusive means no clear call, values can overlap the other calls;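 further: 0% = no compound wells with probe peptide and 100% = reference peptide inhibitor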
# Target sequence (P10415 whole entry, looked up): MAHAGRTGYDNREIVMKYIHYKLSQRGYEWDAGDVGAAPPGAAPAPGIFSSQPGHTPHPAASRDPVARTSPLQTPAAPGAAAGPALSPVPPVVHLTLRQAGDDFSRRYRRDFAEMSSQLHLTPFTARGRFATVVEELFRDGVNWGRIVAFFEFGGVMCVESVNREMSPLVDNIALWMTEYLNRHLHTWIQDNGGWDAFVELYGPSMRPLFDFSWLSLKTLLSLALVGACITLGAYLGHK
# Mcl1-Noxa inh = Mcl-1/Noxa interaction inhibition. Q07820. TR-FRET Mcl-1/Noxa peptide binding, 2 h. inhibition, % at 21.7 µM. hit rate 1.5% among 220,000. AID 1022;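 active means compounds that cut the protein-peptide binding signal by more than 50% relative to plate controls in a single-dose test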;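 further: His-tagged Mcl-1 with rhodamine Noxa BH3 peptide and terbium anti-His antibody; 0% = Mcl-1 plus Noxa peptide wells and 100% = peptide-only wells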
# Bcl-XL Bim block = human Bim-Bcl-XL interaction inhibition. Q07817. Bim peptide-Bcl-XL binding, bead flow cytometry, fluorescence. hit rate 0.04% among 190,000. inhibition, % at 10 µM
# Bim-Bfl-1 = inhibitors of Bim-Bfl-1 interaction, human. Q16548. Bead-based flow cytometry, Bim-Bfl-1 binding inhibition. inhibition, % at 10 µM. hit rate 0.12% among 190,000;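 further: 0% = wells without compound plus tracer and 100% = blocker peptide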
# Bcl-W Bim block = disrupts Bim peptide binding to human Bcl-W; Q92843; bead-based flow cytometry; inhibition, % at 10 µM; hit rate 0.02% among 190,000; AID 952;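 further: 0% = bound tracer without compound and 100% = peptide blocker; higher means less fluorescent Bim peptide bound to Bcl-W beads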
# Target sequence (Q92843 whole entry, looked up): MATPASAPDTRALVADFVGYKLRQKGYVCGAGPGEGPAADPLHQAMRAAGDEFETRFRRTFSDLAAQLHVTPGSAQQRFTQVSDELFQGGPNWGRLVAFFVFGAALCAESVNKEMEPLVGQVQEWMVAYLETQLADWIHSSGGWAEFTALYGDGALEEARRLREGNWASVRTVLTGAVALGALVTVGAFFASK
# Mcl1-Bid inh = Mcl-1/Bid interaction inhibition. Q07820. TR-FRET Mcl-1/Bid-Dy647 peptide binding, 1536-well. inhibition, % at 21.7 µM. hit rate 0.97% among 220,000. AID 1021;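 active means compounds that cut the binding signal by more than half at the single screening dose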;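 further: His-tagged Mcl-1 with europium anti-His antibody binding Bid BH3 peptide; 0% = Mcl-1 plus peptide wells and 100% = peptide-only wells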
# * hit, by the source's call; ? = inconclusive; nt = not tested or not shown. Unless noted, no stated cut-off is given here; in the data, active means inhibition above about 40%. Not a hit list; about 2.7% have a hit in one of these screens.
# Results follow in this order: RGS7-Gao	Bcl-B Bim block	RGS4-Gao reg	Mcl-1 Bim block	RGS8-Gao	Bim-Bcl-2	Mcl1-Noxa inh	Bcl-XL Bim block	Bim-Bfl-1	Bcl-W Bim block	Mcl1-Bid inh
1: CN(C)c1nc(N)nc(Cn2nnc(-c3ccc(C(F)(F)F)cc3)n2)n1
 : ?	-6	101	-2	103	-3	-14	-4	-6	-5	-23
2: CN(C)CCCCOc1cccc(Br)c1
 : 104	-4	100	0	101	-21	13	0	-22	-2	29
3: O=C(/C=C/c1ccc(Cl)c([N+](=O)[O-])c1)c1cccnc1
 : 89	0	96	0	95	2	52*	1	12	0	20
4: CCOC(=O)c1cnn(-c2ccccc2)c1NC(=O)CN1CCCCC1
 : ?	nt	101	nt	100	nt	-6	nt	nt	nt	-29
5: ONC(=Nc1ccc(Cl)cc1)c1ccccc1
 : 101	-1	102	0	100	-4	5	-2	0	0	0
6: CC1CN(c2nc3ccccc3nc2C(C#N)C(=O)OC2CCCCC2)CC(C)O1 (centres undefined)
 : 109	-8	106	0	100	0	-14	1	1	0	-6
7: CC(C)Oc1ccc(-c2nn(-c3ccccc3)cc2/C=c2\sc3ncnn3c2=O)cc1
 : 113	4	123	0	103	0	1	4	1	3	-12
8: CCCCOc1ccc(N(CC(=O)NCC2CCCO2)C(=O)CCC(=O)Nc2cc(C)ccn2)cc1 (centres undefined)
 : 103	-6	103	-3	107	-3	4	-5	-1	-2	-2
9: O=C1/C(=N\S(=O)(=O)c2cccs2)C([n+]2cccc(Cc3ccccc3)c2)=C([O-])c2ccccc21
 : ?	nt	99	nt	102	nt	9	nt	nt	nt	-28
10: COCC(C)Nc1ccc(S(=O)(=O)N2CCCC2)cc1[N+](=O)[O-] (centres undefined)
 : 102	-4	97	0	98	-4	18	-2	-5	0	-20
11: O=C(Nc1ccno1)Nc1ccc(Cl)cc1Cl
 : ?	nt	102	nt	101	nt	-5	nt	nt	nt	-11
12: CNC(=O)C1CC(=O)N(Cc2ccc(OC)c(OC)c2)C(=Nc2ccc(OC)cc2)S1 (centres undefined)
 : 105	2	104	0	103	0	-4	1	1	0	-3
13: Cn1c(CSc2ccccc2)c(C#N)c2ccccc21
 : 97	-2	98	-2	103	-6	2	0	-11	7	-15
14: COc1ccc(CCNc2nc3c(c(=O)n(C)c(=O)n3C)n2C)cc1OC
 : 103	-6	104	0	101	-6	15	-8	-9	0	-38
15: CN(C)/C=N/S(=O)(=O)c1ccc(Cl)cc1
 : ?	-3	105	-1	101	-3	8	-2	-3	-2	-7
16: CCC(=O)Nc1ccc2c(c1)ncn2-c1ccccc1OC
 : 105	-23	99	-4	100	0	23	-7	5	-1	-2
17: O=C(O)c1cccc2c1C(=O)N(Cc1ccncc1)C2
 : 96	-9	98	6	99	-6	10	-4	-14	0	-7
18: O=C(NCc1ccccc1)c1cccc(COc2ccc3c(c2)CCC3)c1
 : 100	-3	102	-5	102	-9	-1	-7	-5	-4	11
19: Nc1nc(F)cc(NCc2ccccc2)n1
 : 105	-4	106	-1	103	0	-16	-2	4	-3	-28
20: Oc1ccc2c(c1)C1CCCC1(N1CCOCC1)O2 (centres undefined)
 : 99	-7	104	1	100	-6	25	-6	-9	4	-37
21: COc1ccc(C2CC(=O)c3cnc(N)nc3C2)c(OC)c1 (centres undefined)
 : 107	-8	111	-1	106	-6	14	-6	-8	0	-24
22: CCOc1ccc(C(=O)NCC(=O)N2CCc3ccccc3C2)cc1OCC
 : 101	-1	98	-1	101	-2	12	-5	0	0	2
23: COc1ccc(/C=N/NC(=O)OC(C)(C)C)cc1OC
 : 101	-7	101	-3	102	-3	16	-5	-7	-2	-22
24: CCNS(=O)(=O)c1ccc2c(c1)n(C)c(=O)n2C
 : 105	-6	103	-1	102	-5	-1	-2	-12	0	5
25: CCOc1ccccc1CN1CCN(Cc2cccc3nonc23)CC1CCO (centres undefined)
 : 100	-3	103	0	102	0	5	0	-2	-3	-1
26: CC(C)CC(=O)Nc1cccc(NC(=O)CC(C)C)n1
 : 94	-6	94	-4	102	0	-3	-6	0	-2	-29
27: COc1cc(N2C(=O)c3ccccc3C2=O)c(Cl)cc1C(=O)OCC(=O)N(C)C
 : 93	-4	94	-3	95	-5	0	-4	-6	-2	-24
28: COc1ccc2c(CSc3nc4nc(C)cc(C)n4n3)cc(=O)oc2c1
 : 107	0	103	0	97	1	30	1	1	3	-8
29: CC1CCC(N(C(=O)c2csnn2)C(C(=O)NC(C)(C)C)c2cccnc2)CC1 (centres undefined)
 : 100	-3	102	-2	100	-2	-11	-1	-6	0	-37
30: CCOC(=O)C1CCN(C(=O)COc2ccc(S(=O)(=O)NC(C)C)cc2)CC1
 : 101	0	98	0	101	-3	-1	-1	-3	-3	-16

# Results in sequence from the list.
# Mcl-1 Bim block for nos. 12 to 19, in order: 0, -2, 0, -1, -4, 6, -5, -1
# Bcl-W Bim block for nos. 12 to 19, in order: 0, 7, 0, -2, -1, 0, -4, -3
# Mcl1-Noxa inh for nos. 12 to 19, in order: -4, 2, 15, 8, 23, 10, -1, -16

# Next part:
# Results follow in this order: RGS7-Gao	Bcl-B Bim block	RGS4-Gao reg	Mcl-1 Bim block	RGS8-Gao	Bim-Bcl-2	Mcl1-Noxa inh	Bcl-XL Bim block	Bim-Bfl-1	Bcl-W Bim block	Mcl1-Bid inh
31: Cc1c(C(=O)NCC2COc3ccccc3O2)oc2ccc(S(=O)(=O)N(C)C3CCCCC3)cc12 (centres undefined)
 : 122	-9	125	-1	107	-10	-11	0	-12	-1	-2
32: CS(=O)(=O)N(CC(=O)N1CCCCCC1)Cc1ccc(Cl)cc1
 : 102	-2	101	4	105	-1	11	0	-1	0	-4
33: N#Cc1nc(COc2ccccc2Cl)oc1N1CCCC1
 : 101	-2	104	-3	106	-8	13	0	-8	-2	-55
34: Cc1cc(C)cc(OCC(=O)NNC(=O)c2cc(C)[nH]n2)c1
 : 100	-4	102	1	98	-1	3	0	-3	1	-3
35: COc1ccccc1Cn1nnc2c(=O)[nH]c(C3CCN(C(=O)c4ccc(C)cc4)CC3)nc21
 : 102	50*	98	-2	99	-1	14	-3	-1	-2	-11
36: COC(=O)Cn1nnc2c(cnn2-c2ccccc2)c1=O
 : 98	-5	99	-2	100	-5	13	-7	-7	-2	-19
37: COc1ccc(NC(=O)CSc2nnc(Cc3cccn3C)n2-c2ccc(C)cc2)cc1OC
 : 91	0	87	-1	92	2	5	0	-4	3	-37
38: Cc1nc2sc(C(=O)OCC(=O)N3c4ccccc4CC3C)c(C)c2c(=O)[nH]1 (centres undefined)
 : 106	-1	104	-1	104	-1	7	-2	-7	-2	-18
39: N/C(=N\OC(=O)COc1ccc2ccccc2c1Br)c1ccncc1
 : ?	3	99	-6	103	1	12	0	8	7	-4
40: Cc1ccc(SCCC(=O)Nc2ccc(Br)c(C)c2)cc1
 : 102	18	99	21	101	14	22	23	18	18	2
41: COc1ccc(CC(=O)NCc2nnc(SCC(=O)Nc3ccccc3)n2C)cc1
 : 92	6	95	26	99	2	1	-2	0	-7	-18
42: Cc1cccn2c(=O)c3cc(C(=O)N4COCC4(C)C)n(C)c3nc12
 : 99	0	101	0	99	-1	5	-3	0	0	-28
43: O=C(Nc1ccc(NC(=O)C2CCCCC2)cn1)c1ccco1
 : 99	-4	101	2	102	-6	12	0	-8	0	-17
44: CS(=O)(=O)c1ccc2nc(NC(=O)C3C4C=CC(C4)C3C(=O)O)sc2c1 (centres undefined)
 : 101	-3	104	0	102	0	7	-2	-2	-2	-22
45: CCCCn1c(=O)[nH]c(=O)c2c1nc(-c1ccc(-c3ccc(F)cc3)o1)n2C
 : ?	nt	101	nt	100	nt	9	nt	nt	nt	24
46: CCN(CC)C(=O)CN(Cc1ccccc1)S(=O)(=O)c1ccc(F)cc1
 : 90	-10	98	-5	89	-12	22	-5	-13	0	-26
47: COc1ccc(C(=O)C2CCCN(C(=O)c3noc4c3CCCC4)C2)cc1F (centres undefined)
 : 108	3	103	-2	104	7	-4	0	5	2	-23
48: COC(=O)C1C(C(C)C)N(c2ccccc2)OC1(C)O (centres undefined)
 : 97	0	97	2	98	0	-13	0	0	-2	-55
49: Cc1ccnc(NS(=O)(=O)c2ccc(NC(=O)c3ccc(N4C(=O)CCC4=O)cc3)cc2)n1
 : 94	-1	97	1	98	3	19	-3	0	0	-22
50: Cc1cccc(CC2S/C(=N/c3cccc(C)n3)NC2=O)c1 (centres undefined)
 : ?	nt	102	nt	103	nt	-8	nt	nt	nt	-24
51: COc1cc(/C=C(\C#N)c2ccccn2)ccc1OCC(=O)Nc1ccc(Br)cc1
 : 97	-7	98	-5	100	-4	12	-6	0	-1	26
52: CCCn1nnnc1SCC(=O)Nc1sc(C)c(C)c1C#N
 : ?	nt	102	nt	101	nt	0	nt	nt	nt	-26
53: CCOC(=O)N1CCC(N(CCN(C)C)C(=S)Nc2ccccc2Cl)CC1
 : 104	-3	99	-1	99	-1	3	-3	-1	1	-7
54: Cc1cc(C)cc(-n2c(C)cc(/C=N/NC(=O)CN(c3c(C)cccc3C)S(C)(=O)=O)c2C)c1
 : 94	3	93	1	97	4	10	3	1	1	-47
55: O=C(NC(=S)Nc1ccc(S(=O)(=O)N2CCCCCC2)cc1)c1cccs1
 : 95	-12	97	-15	99	-7	13	-8	-18	-7	-43
56: O=C(NO)C1CC2C=CC1C2 (centres undefined)
 : 101	-10	104	-1	104	-9	6	6	-14	1	-21
57: O=C(Nc1nc(=O)c2ccccc2s1)c1ccc(Cl)cc1
 : 97	2	96	0	98	0	-70	2	-1	0	4
58: COc1ccc(CC(=O)Nc2cc(C)ccn2)cc1
 : 97	0	96	-10	98	-8	14	-10	-7	-6	-4
59: Cc1cc(=O)n2c(ccc3ccccc32)c1C#N
 : 100	-5	99	-2	100	-12	5	-5	-15	2	-16
60: Cc1cc(C)n(Cc2nc3ccccc3n2C)n1
 : 98	-3	96	0	99	-3	8	-4	-8	-1	-2
61: O=C([C@H](Cc1ccccc1)NS(=O)(=O)c1ccc(Cl)cc1)N1CC[C@@]2(O)CCCC[C@H]2C1
 : 98	-4	96	-7	98	-2	5	0	-2	-2	9
62: CCOc1ccc(N(C(C)C(=O)NC(C)CC)S(C)(=O)=O)cc1 (centres undefined)
 : 99	0	98	1	99	2	-5	0	1	2	-21
63: O=C(NCCc1ccncc1)c1ccccc1F
 : 100	-4	99	1	102	-6	-5	-1	-9	1	-3
64: CCOC(=O)CCNC(=O)N1CCCC(CNS(=O)(=O)c2cccs2)C1 (centres undefined)
 : 92	1	97	5	101	3	22	2	-3	2	-11
65: CCN(CC)C(=O)c1[nH]cnc1C(=O)N[C@@H](CC(C)C)C(=O)OCc1ccccc1
 : 97	0	100	1	100	2	6	0	-4	-1	2
66: O=C(Oc1c(Cl)cc(Cl)c2cccnc12)c1cccc([N+](=O)[O-])c1
 : 59	17	66	19	72	20	1	26	25	21	-10
67: CS(=O)(=O)N1CCN(c2ccccc2NC(=O)CSc2nnc(-c3ccco3)o2)CC1
 : 101	-4	101	-3	103	0	-5	-5	0	-3	-48
68: C/C(=N/NC(=O)CNC(=O)c1ccncc1)c1ccc(Cl)cc1
 : ?	nt	102	nt	102	nt	-2	nt	nt	nt	-21
69: O=C(c1ccc(F)cc1)n1c(=S)nc2ccccn21
 : ?	nt	101	nt	100	nt	-1	nt	nt	nt	-15
70: CC(=O)c1ccc(C(=O)N2CCc3c([nH]c4ccccc34)C2c2cccc(C)n2)s1 (centres undefined)
 : ?	nt	102	nt	100	nt	13	nt	nt	nt	-65
